UBC9 SUMO inh – blocks human SUMOylation mediated by UBC9. P63279. HTRF SUMOylation assay, SAE1/SAE2 + UBC9, in vitro. inhibition, % at 35 µM. 290,000 compounds, 0.36% hits; in the data active means inhibition above about 50%, passing the limit was not always enough; further: strong numbers were not always called active
Target sequence (P63279 whole entry, looked up): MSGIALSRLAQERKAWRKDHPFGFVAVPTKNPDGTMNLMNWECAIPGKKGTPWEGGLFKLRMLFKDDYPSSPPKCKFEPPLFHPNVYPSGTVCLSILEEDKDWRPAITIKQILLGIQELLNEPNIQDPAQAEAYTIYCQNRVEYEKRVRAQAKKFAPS
IMP-1 inh – inhibitors of Pseudomonas aeruginosa IMP-1 metallo-beta-lactamase; inhibition, % at 5.6 µM; AID 1556; 290,000 compounds, 0.45% hits; purified IMP-1, nitrocefin hydrolysis, epi-absorbance fluorescence;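 active means inhibition above the mean plus 3 SD of all compounds in the same screening run, cut at about 4.5% in these data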;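 further: 0% = IMP-1 with DMSO and 100% = DMSO wells lacking enzyme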
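system = purified recombinant IMP-1 beta-lactamase | amount = 0.2 nM IMP-1, as dispensed | medium = HEPES buffer pH 7.1 with ZnSO4 and Brij 35 | times = 25 °C, 15 min preincubation, 25 min reaction | detection = plate fluorescence quenching by hydrolysis product, ex 480/em 530 nm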
IDE cell activ – IDE (human) activation, cell-based; 340,000 compounds, 0.073% hits; P14735; AID 493087; HEK cells, FAbeta-B cleavage, fluorescence polarization; 0% vehicle, 100% cell-free pure enzyme wells; activation, % at 5.96 µM;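 active means activation above the mean of all tested compounds plus 3 SD, set per screening campaign, cut at about 17% in these data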
M18AAP inhibitor – blocks P. falciparum M18 aspartyl aminopeptidase. inhibition, % at 7.35 µM. 290,000 compounds, 1.2% hits. recombinant PfM18AAP, H-Glu-NHMec fluorogenic cleavage;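 active means inhibition above the campaign mean inhibition over all tested compounds plus 3 SD, cut at about 28% in these data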;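 further: 0% = plate median of test compound wells and 100% = 2 mM ZnCl2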
VIM-2 inh – blocks Pseudomonas aeruginosa VIM-2 metallo-beta-lactamase. inhibition, % at 5.6 µM. purified VIM-2, nitrocefin hydrolysis, epi-absorbance fluorescence. 290,000 compounds, 0.89% hits. AID 1527;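 active means inhibition above the mean of all tested compounds plus 3 SD, cutoff set per screening run, cut at about 7.5% in these data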;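 further: red hydrolysis product quenches plate fluorescence so inhibitors raise well fluorescence; 0% = enzyme with DMSO and 100% = DMSO without enzyme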
HCV NS3 hel inh – HCV NS3 helicase inhibition; NS3 helicase DNA unwinding, Cy5 molecular beacon fluorescence; inhibition, % at 10.9 µM; 290,000 compounds, 0.56% hits; AID 1800;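 active means inhibition above the mean of all tested compounds plus 3 SD, set per campaign, cut at about 35% in these data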;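 further: 0% = DMSO wells and 100% = thioflavine S control wells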
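System: Hepatitis C virus NS3 helicase domain fragment enzyme | Reagent: Annealed dual-labelled DNA beacon duplex, ATP-started | Compound dosing: 10.9 µM single point, 0.8% DMSO | Incubation: 1 h reaction at 25 °C, ATP-initiated | Technique: Cy5 fluorescence | Evaluation: Percent inhibition from t60/t0 fluorescence ratio | Benchmarks: Low DMSO, high thioflavine S at 110 µM | Replication: Singlicate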
IDE cell inh – cellular human IDE inhibition | inhibition, % at 5.59 µM | AID 434962 | 320,000 compounds, 0.41% hits | HEK cells, FAbetaB cleavage, fluorescence polarization;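 active means percent inhibition above the average of all tested compounds plus 3 SD, set per screening campaign, cut at about 16% in these data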;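 further: IDE supplied by intact live HEK cells; FP after avidin binding of uncleaved biotin substrate so inhibition keeps polarization high; 0% = DMSO wells and 100% = 60 µM reference IDE inhibitor Ii1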
pCIP destab – lowers stability of the mouse p/CIP coactivator protein; AID 1984; 290,000 compounds, 0.01% hits; decrease of EGFP signal, % at 10 µM; Q05BA5; F442A p/CIP-EGFP cells, EGFP fluorescence, 16 h;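 active means EGFP signal decrease of at least 30% at 10 µM or well 3 SD below plate mean, unless failing retest; inactive means the rest, including hits failing retest or dose response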; further: some compounds called inactive have numbers as strong as hits; many of its hits are not listed in these tables
DNA FID counter – displaces DNA intercalator in HCV helicase counter-screen | DNA fluorescent intercalator displacement, fluorescence | AID 1845 | inhibition, % at 7.9 µM | 290,000 compounds, 0.17% hits; in the data active means inhibition above about 37%;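 further: 0% = vehicle and 100% = reference compound; higher means more ethidium bromide displaced from hairpin DNA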
Starred values were filed as active, the others as inactive; · = not tested or not shown.

SMILES	UBC9 SUMO inh	IMP-1 inh	IDE cell activ	M18AAP inhibitor	VIM-2 inh	HCV NS3 hel inh	IDE cell inh	pCIP destab	DNA FID counter
CN(Cc1nc2ccc(F)cc2[nH]1)C(=O)C1CCC(=O)N(C2CC2)C1 (stereo unspecified)	6	-2.3	-1	-3	-3.2	4	2	-6	2
Cc1nn(CC(=O)Nc2c(F)cc(F)cc2Br)c(=O)c2cccn12	8	-3.7	-4	-1	-2.9	24	4	-11	-2
COC1CCN(Cc2cn(Cc3ccccc3)nc2-c2cc3ccccc3o2)CC1	6	-2.3	2	4	-2.1	-57	0	-8	29
Cc1c(CCOC(=O)c2cc([N+](=O)[O-])cc([N+](=O)[O-])c2)sc[n+]1CC(=O)c1ccccc1	11	-1.0	0	1	-1.6	-55	-1	2	14
Cn1ncc(Cl)c1C(=O)NCc1ccc(Cl)cc1	6	1.2	5	-6	0.4	-6	-3	-9	-9
CCCn1c(-c2ccccc2)cc(SC)c(C#N)c1=O	-4	-3.9	8	6	-2.1	-4	2	2	4
CCOC(=O)C1=C(CS(=O)(=O)c2ccc(C)cc2)NC(=O)NC1c1cc(OC)c(O)c(OC)c1 (stereo unspecified)	-1	-0.5	4	7	-3.3	-1	-7	-6	-22
Cc1nonc1OCCNc1ccc([N+](=O)[O-])cc1	-12	-2.2	0	4	-3.2	9	7	-2	4
O=C(Nc1ncc([N+](=O)[O-])s1)C1CC(=O)N(c2ccc(F)cc2)C1 (stereo unspecified)	-2	-1.9	-2	3	-2.1	0	1	-4	6
Cc1cc(C)c2[nH]c(=O)c(C(c3nnnn3C(C)(C)C)N(Cc3ccco3)CC3CCCO3)cc2c1 (stereo unspecified)	16	-2.7	5	-3	-3.8	-2	1	-6	-8
O=C(CSc1nnc2scc(-c3ccc(Cl)cc3)n12)NCc1ccc2c(c1)OCO2	-10	-0.5	2	-1	2.6	-2	3	4	-14
CCCc1cc(=O)[nH]c(SCC(=O)Nc2ccc(Br)cc2)n1	-3	-3.7	-3	1	-2.7	3	4	5	-3
COc1ccc(CNc2nc3nc(C)c(Cl)c(=O)n3[nH]2)cc1	22	-3.7	2	9	-3.7	0	0	1	3
CCn1nc(C)cc1C(=O)N1CCCC(Nc2ccc(C(C)C)cc2)C1 (stereo unspecified)	-8	-3.3	0	0	-2.6	12	·	-7	-27
O=c1[nH]ncc(N/N=C\c2ccncc2)c1Cl	14	1.2	1	3	-0.3	1	4	-1	1
O=C(NCc1ccccc1Cl)C1CC(=O)N(Cc2ccccc2)C1 (stereo unspecified)	3	-2.3	6	0	-3.2	4	-1	-3	-8
CC1(C)Cc2c(cnn2-c2ccc(F)cc2)C(NC(=O)C2=NNC(=O)CC2)C1 (stereo unspecified)	-5	-1.3	1	-3	-3.3	-4	4	-5	-33
COC(=O)c1ccc(Oc2nc(NC(C)C)nc(SC)n2)cc1	-16	-5.9	0	-1	0.6	-7	2	-2	-14
c1ccc(CCC2CCCCN2Cc2cn[nH]c2-c2cc3ccccc3o2)nc1 (stereo unspecified)	8	-2.7	-4	-2	-2.2	-9	6	4	10
COc1ccc(C(=O)N2CCCC(CNC(=O)c3ccc(F)cc3)C2)cc1OC (stereo unspecified)	-14	-0.1	-4	4	1.4	16	7	0	-13
C/C(=N\S(=O)(=O)c1ccc(C)cc1)N1CCN(S(=O)(=O)c2ccccc2)C1	23	-3.3	4	-5	-3.3	-5	3	-25	-11
C[n+]1cccc2c(Br)ccc([O-])c21	100	-1.1	7	4	3.5	28	2	1	10
N#CCSc1nnc(COc2ccc3ccccc3c2)o1	5	-1.3	6	-4	-0.3	-1	-3	-25	-11
CCc1ccc(-n2c(SCc3c(C)noc3C)nnc2-c2ccncc2)cc1	13	-2.1	5	2	-2.8	0	-1	-13	-27
NNC(=O)c1csc(-c2ccc(C(F)(F)F)cc2Cl)n1	8	-2.5	6	0	-2.0	4	7	4	-5
COc1cccc(-c2nc(CS(=O)(=O)CC(=O)NC3CCCCC3C)c(C)o2)c1 (stereo unspecified)	20	-4.2	2	3	-2.6	7	-4	-10	-51
CNC(=O)CN1C(=O)CSc2nc(C)cc(C)c21	4	-3.5	5	-5	-0.3	12	0	1	7
CSc1nc(-c2ccc(C)cc2)nc(N)c1C#N	-31	-2.0	-1	3	-2.2	1	0	-1	-3
CC(C)C(=O)Nc1nc2ccc(S(C)(=O)=O)cc2s1	11	-4.3	7	8	-1.7	-1	-1	14	3
CCc1cccc(OCCCCNCCO)c1	-7	-3.8	8	13	-4.2	-4	3	3	1
Cc1ccc(S(=O)(=O)NCC2CCCO2)cc1 (stereo unspecified)	2	-1.3	-3	0	-0.8	13	2	-12	-5
CC(=O)Nc1cccc(OCC(=O)NS(=O)(=O)c2ccc(Cl)cc2)c1	23	0.4	1	8	-3.7	1	8	-15	-2
O=C(Cn1c(/C=C/c2ccccc2)nc2ccccc21)Nc1ccc(F)cc1	13	-4.7	-1	0	-4.1	-11	9	-7	7
Cc1ccc(S(=O)(=O)NCc2ccco2)cc1C(N)=O	6	-3.5	0	-11	-0.7	0	4	2	10
Cc1ccc(NC2(C#N)C(=O)Nc3ccccc32)cc1 (stereo unspecified)	10	-4.5	7	0	-3.0	-12	2	-5	-3
COc1ccc(C(=O)CN2CCN(c3ccc(Cl)cc3)CC2)cc1OC	-2	-2.2	-5	14	-1.5	-14	7	-12	-19
CS(=O)(=O)Nc1ccc(C(=O)Nc2cccc([N+](=O)[O-])c2)cc1	14	-3.9	-1	-6	-1.6	4	2	0	13
COc1ccc(-c2cc(C(F)(F)F)n3ncc(C(=O)N4CCCCC4c4cccnc4)c3n2)cc1 (stereo unspecified)	15	-0.7	2	-4	0.2	-1	-4	6	-17
OCC1(Cc2cccc(Cl)c2)CCCN(Cc2sc(N3CCCC3)nc2Cl)C1 (stereo unspecified)	17	-2.1	4	-11	0.6	-28	0	4	8
NC(=O)[C@H]1CC2(CC(c3cccc(NC(=O)CC(c4ccccc4)c4ccccc4)c3)=NO2)CN1C(=O)c1ccccc1C(=O)c1ccccc1 (stereo partly specified)	-14	·	1	·	·	·	4	-10	·
Cc1[nH]c2ccc(C(=O)N3CCN(C)CC3)cc2c1C	7	-2.3	1	-1	0.4	4	-4	8	1
CN(CCO)c1cc(N(C)CCO)c([N+](=O)[O-])cc1[N+](=O)[O-]	10	-4.2	5	3	-2.6	-2	6	24	0
COc1ccc(OC)c(NC(=O)c2c3c(nc4ccccc24)CCC3)c1	-12	-1.9	-9	0	-5.8	2	-6	7	-8
CCn1cc(C(=O)NC2CCCCC2C)c(=O)c2ccc(C)nc21 (stereo unspecified)	-1	-3.3	0	-12	-1.0	7	-2	-7	-11
CN(C)c1cccc(C(=O)NCC2CCCO2)c1 (stereo unspecified)	15	-2.6	-2	15	0.5	-1	3	-6	2

Nine entries from above, arranged by SMILES length, smallest number first.
SMILES	UBC9 SUMO inh	IMP-1 inh	IDE cell activ	M18AAP inhibitor	VIM-2 inh	HCV NS3 hel inh	IDE cell inh	pCIP destab	DNA FID counter
Cc1ccc(S(=O)(=O)NCC2CCCO2)cc1 (stereo unspecified)	2	-1.3	-3	0	-0.8	13	2	-12	-5
Cc1ccc(NC2(C#N)C(=O)Nc3ccccc32)cc1 (stereo unspecified)	10	-4.5	7	0	-3.0	-12	2	-5	-3
Cc1ccc(S(=O)(=O)NCc2ccco2)cc1C(N)=O	6	-3.5	0	-11	-0.7	0	4	2	10
Cc1[nH]c2ccc(C(=O)N3CCN(C)CC3)cc2c1C	7	-2.3	1	-1	0.4	4	-4	8	1
COc1ccc(C(=O)CN2CCN(c3ccc(Cl)cc3)CC2)cc1OC	-2	-2.2	-5	14	-1.5	-14	7	-12	-19
COc1ccc(OC)c(NC(=O)c2c3c(nc4ccccc24)CCC3)c1	-12	-1.9	-9	0	-5.8	2	-6	7	-8
O=C(Cn1c(/C=C/c2ccccc2)nc2ccccc21)Nc1ccc(F)cc1	13	-4.7	-1	0	-4.1	-11	9	-7	7
CS(=O)(=O)Nc1ccc(C(=O)Nc2cccc([N+](=O)[O-])c2)cc1	14	-3.9	-1	-6	-1.6	4	2	0	13
NC(=O)[C@H]1CC2(CC(c3cccc(NC(=O)CC(c4ccccc4)c4ccccc4)c3)=NO2)CN1C(=O)c1ccccc1C(=O)c1ccccc1 (stereo partly specified)	-14	·	1	·	·	·	4	-10	·

(cont.)
SMILES	UBC9 SUMO inh	IMP-1 inh	IDE cell activ	M18AAP inhibitor	VIM-2 inh	HCV NS3 hel inh	IDE cell inh	pCIP destab	DNA FID counter
CCN(CC)S(=O)(=O)c1ccc(-c2nnc(SCc3nnc(-c4ccc(C)cc4)o3)n2CC)cc1	11	-1.9	-3	-3	-2.3	-1	1	-19	-30
C=CCn1c(SC(C)C(=O)NCCC2=CCCCC2)nc2ccccc2c1=O (stereo unspecified)	16	-1.9	12	-2	-0.7	-3	2	-14	-11
CCOc1ccc2nc(NC(=O)c3cc([N+](=O)[O-])ccc3N3CCOCC3)sc2c1	-3	-3.0	1	-2	0.7	-1	-4	-16	2
CCOC(=O)C1=C(N)Oc2cc(O)ccc2C1c1cccnc1 (stereo unspecified)	5	-1.4	-2	-2	-1.8	5	-4	-25	-2
COC(=O)CSc1nnc(SCc2ccc(OC)cc2)s1	1	-2.5	-2	3	-3.2	-2	-1	8	-17
CCOc1ccccc1NC(=S)N1CCN(c2nc(-c3ccc(F)cc3)cs2)CC1	-17	-2.2	2	-4	-3.6	-22	1	-5	0
CSc1ccccc1NC(=O)c1cc(Cl)sc1Cl	0	-3.7	4	5	-5.8	7	4	2	-15
Cc1ccc(SCC(=O)NCc2ccncc2)cc1	-2	-4.0	-10	-3	-3.9	2	3	5	1
CNC(=S)N=Nc1c(O)[nH]c2ccc(C(C)C)cc12	-46	-2.1	-5	6	-1.4	16	0	9	-8
O=C(CN1CCOCC1)NCc1ccccc1	-14	-2.4	6	-6	-3.3	6	-4	-3	1
Cc1cnc(C(=O)Nc2nnc(C)s2)cn1	8	-4.5	-3	16	-3.7	-5	-3	0	8
COC(=O)C1=C(C)N(c2ccc(Br)cc2)C(=O)/C1=C\c1ccco1	12	-2.2	2	2	-1.6	17	2	-6	-3
Cn1c(=S)ccc2ccccc21	10	-3.0	1	-14	-2.4	8	2	-2	0

3 entries from above, ordered by count of non-hydrogen atoms, smallest number first:
SMILES	UBC9 SUMO inh	IMP-1 inh	IDE cell activ	M18AAP inhibitor	VIM-2 inh	HCV NS3 hel inh	IDE cell inh	pCIP destab	DNA FID counter
O=C(CSc1nnc2scc(-c3ccc(Cl)cc3)n12)NCc1ccc2c(c1)OCO2	-10	-0.5	2	-1	2.6	-2	3	4	-14
Cc1c(CCOC(=O)c2cc([N+](=O)[O-])cc([N+](=O)[O-])c2)sc[n+]1CC(=O)c1ccccc1	11	-1.0	0	1	-1.6	-55	-1	2	14
COc1ccc(-c2cc(C(F)(F)F)n3ncc(C(=O)N4CCCCC4c4cccnc4)c3n2)cc1 (stereo unspecified)	15	-0.7	2	-4	0.2	-1	-4	6	-17

High-throughput results from PubChem.
